# Source: PubChem
# S3 lipid droplet = qHTS Assay for Lipid Storage Modulators in Drosophila S3 Cells. Drosophila S3 cells, BODIPY lipid droplet fluorescence, 18-24 h; cells fed with added oleic acid. Potency in µM for hits, for the others lipid storage change, negative = inhibition, % at the top dose, mostly 46.1 µM. hit rate 0.64% among 320,000; active = well fitted inhibition curve with a large enough effect in the signal ratio, with a control signal flat, not every such curve was filed as active; inconclusive = small, poorly fitted or top-dose-only effect, or effect the other way, or a change in a side signal; the % refers to the signal ratio
#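 Laser-scanning cytometry quantifies lipid droplet accumulation (500–530 nm total intensity; droplet/cell object ratio) in oleic acid-fed (400 uM added) Drosophila S3 cells treated with a concentration series. 20 uM Triacsin C defined 100% inhibition.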
# S3 lipid droplet cell count max = further read-out of S3 lipid droplet, marked with its call; cell number change, %; measured here: cell count max response;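 cells counted by Cell Tracker Red CMTPX staining in the red channel; peak over a dose series mostly up to 46.1 µM; percent activity relative to internal control wells on each plate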
# Starred values were filed as active, the others as inactive; i = inactive; ? = inconclusive; · = not tested or not shown. % is set by controls: 0 for no effect and ±100 for the full control effect; potency is the fitted concentration of half-maximal effect.
SMILES,S3 lipid droplet,S3 lipid droplet cell count max
COC(=O)c1c(NC(=O)c2ccc(S(=O)(=O)N3CCOCC3)cc2)sc2c1CCN(C(C)C)C2,12.9%,·
Cc1ccc(C(=O)C(C)N(C(=O)c2ccc(Cl)cc2Cl)N2C(=O)CCCC2=O)cc1 (stereo not given),7.4%,18.6
CCOc1cc(-c2nc(C)c(C(C)=O)n2O)ccc1OCC(=O)Nc1cccc(C)c1,?,·
CSC(=NCc1ccco1)NC#N,-9.6%,-7.9
COc1cnc(SCc2c(Cl)cccc2Cl)nc1Cl,?,·
Nc1[nH]ncc1-c1ccc(F)cc1,5.2%,14.7
COc1ccc(N/C(=C(/C(Cl)=C(Cl)Cl)[N+](=O)[O-])n2nnc3ccccc32)cc1OC,?,·
C=CCOc1c(Br)cc(/C=C2\SC(=Nc3ccccc3)NC2=O)cc1OC,?,·
Cc1ccc(C(=O)Nc2ccccc2C(=O)N2CC3(C)CC2CC(C)(C)C3)cc1 (stereo not given),?,·
N=c1c(C(=O)NCCN2CCOCC2)cc2c(=O)n3ccccc3nc2n1CCCN1CCOCC1,7.31µM*,8.1*
COc1cccc(NC(=O)COc2ccc(N3CC(C(=O)NCC(C)C)CC3=O)cc2)c1 (stereo not given),?,·
CN(CCOc1ccccc1)CC(O)COc1ccccc1 (stereo not given),?,·
Cc1cccc(NC(=O)CN2CCCN(S(=O)(=O)c3ccc(Br)s3)CC2)c1,?,·
Cc1ccccc1NS(=O)(=O)c1cc(C(=O)NCCC2=CCCCC2)ccc1C,?,·
O=C(c1ccc(Cl)c(S(=O)(=O)N2CCCCCC2)c1)N1CCN(CCO)CC1,?,·
Cc1csc2nc(SCC(=O)Nc3ccccc3F)[nH]c(=O)c12,?,·
O=c1[nH]c2ccccc2nc1Cc1ccc(Cl)cc1,i,6.7
COc1cccc2c1cc1c(=O)n(CC(=O)NCCCc3ccccc3)nc(C)n12,-4.6%,-23.4
COc1ccc(CN2CCN(C(=O)c3ccc4nc(N5CCOCC5)sc4c3)CC2)c(OC)c1OC,6.3%,-1.7
COc1ccc(-c2cc(C(=O)N3CCN(c4ccccn4)CC3)c3ccccc3n2)cc1,?,·
C=CCOC(=O)N1CCN(c2cccc(C(F)(F)F)c2)CC1,?,·
O=C(CCCc1cccs1)Nc1nccs1,?,·
O=C1NCCCC1C(=O)N/N=C/c1cc([N+](=O)[O-])ccc1O (stereo not given),?,·
COc1ccc(/C=N/N2C(C)CCCC2C)cc1O (stereo not given),-16.6%,-13.7
C/C=C\C=C/C(=O)Nc1cccc(C2=NOC3(C2)C[C@@H](C(N)=O)N(C(=O)c2ccc(Cl)cc2)C3)c1 (stereo not given in full),13.0%,0.0
Cc1ccc(C)c(NC(=O)CN(C)C(=O)c2ccccc2OCc2c(C)noc2C)c1,i,17.1
O=C(Cn1c(=S)[nH]c2ccccc2c1=O)N1CCN(c2ccccc2)CC1,12.5%,·
O=S(=O)(c1ccccc1F)N1CCCc2ccccc21,28.5%,2.0
CCCCN1CCc2c([nH]c3ccccc23)C1=O,24.5%,21.6
O=C(CN1C(=O)/C(=C/c2ccc(F)cc2)SC1=S)NC1CCS(=O)(=O)C1 (stereo not given),i,-19.3
COc1cc(C2C(C#N)=C(N)OC3=C2C(=O)CCC3)c([N+](=O)[O-])cc1OC (stereo not given),?,·
COc1ccc(-c2csc(NC(=O)c3cc(=O)c4ccccc4o3)n2)cc1OC,5.9%,11.6
C=C(C)C1CC=C(CN2CCC(C(=O)OCC)CC2)CC1 (stereo not given),?,·
Cc1ccc2cc(CN(Cc3nnnn3C3CCCC3)C3CCCCC3)c(=O)[nH]c2c1C,9.5%,0.2
Fc1ccc(C2=Nn3c(Cc4ccccc4)nnc3SC2)cc1,?,·
COc1ccc(C(C)=O)cc1COC(=O)c1ccc(N)c([N+](=O)[O-])c1,18.1%,·
COC(=O)CC1C(=O)NC2CCCCC2N1C(=O)c1ccccc1 (stereo not given),9.3%,-6.4
CC(C)NC(=O)COc1ccc(S(=O)(=O)N2CCOCC2)cc1,?,·
Cc1ccsc1/C=N/NC(=O)c1ccco1,?,·
CCOC(=O)C1CCCN(C(=O)c2cc(Nc3ccc(OC)cc3OC)nc3ccccc23)C1 (stereo not given),i,·
COc1cc(OC)cc(C(=O)N[C@H](C(=O)Nc2cccc(S(=O)(=O)N3CCCC3)c2)C(C)C)c1,-7.6%,-1.3
Cc1c(NCc2ccccc2O)c(=O)n(-c2ccccc2)n1C,-13.1%,-22.3
Cc1ccc(S(=O)(=O)N(C)C)cc1NC(=O)CSc1nnc(C2CC2)n1C1CC1,14.6%,6.2
Cc1ccccc1OC(C)c1nc(-c2ccccc2)no1 (stereo not given),?,·
O=C1NC2(CCCCCC2)C(=O)N1Cc1ccccc1Br,?,·
O=C(CN1CCOCC1)Nc1cccc(C(=O)Nc2cccc(C(F)(F)F)c2)c1,?,·
CCCC(C)c1nnc(NC(=O)CCS(=O)(=O)c2ccccc2)s1 (stereo not given),-4.7%,-1.9
CCCOc1ccc(-c2nnn(CC(=O)N3CCCCC3)n2)cc1,21.9%,-0.7
COc1ccc(C(=O)Nc2scc(-c3ccc(Cl)cc3Cl)c2C(N)=O)cc1,?,·
O=C1CC2C(=O)NCCN2C(=NC(=O)c2ccccc2)N1 (stereo not given),3.7%,5.9
COc1ccccc1N1CCN(CC(=O)Nc2ccc(S(=O)(=O)N3CCCCCC3)cc2)CC1,?,·
COc1ccc2oc(=O)c(C(=O)N3c4ccccc4CC3C)cc2c1 (stereo not given),?,·
CC(C)CCOc1ccc(NC(=O)C2OC3OC(C)(C)OC3C3OC(C)(C)OC23)cc1 (stereo not given),-26.0%,2.7
O=C(Cc1ccccc1F)OCC(=O)N1CCc2ccccc21,?,·
O=C(CN(C(=O)CCC(=O)Nc1nccs1)c1ccc(F)cc1)NCc1ccccc1,?,·
Cc1ccc(C(=O)NCCc2c[nH]c3ccccc23)c(C)c1,?,·
Cc1ccccc1C(=O)Nc1ccc(N(C)C)c2ccccc12,?,·
COCCCNCC(=O)Nc1sc(C)c(C)c1C(=O)OC,?,·
CCN(CC)CCCNc1ccc(-c2nnc(-c3ccc(OCC(C)C)cc3)o2)cn1,?,·
CC(C)c1ccc(-c2noc(C3CCCN(C(=O)c4ccc(F)cc4F)C3)n2)cc1 (stereo not given),?,·
# Next section.
SMILES,S3 lipid droplet,S3 lipid droplet cell count max
CCCN(C(=O)CN1C(=O)NC2(CCCCCC2)C1=O)C1CCS(=O)(=O)C1 (stereo not given),?,·
Cc1ccc(SCCCCN2CCNCC2)cc1,?,·
CCN=C1Sc2nc3ccc(OCC)cc3cc2CN1CCOC,?,·
CCOC(=O)c1ccc2c(c1)sc(=NC(=O)c1ccco1)n2CCOC,18.3%,-5.3
CC(NC(=O)CSc1n[nH]c(N)n1)c1ccccc1 (stereo not given),?,·
Oc1[nH]c2ccccc2c1C=NCC1CCCO1 (stereo not given),i,·
Cc1ccccc1OC(C)C(=O)N1CCN(c2ccccn2)CC1 (stereo not given),?,·
O=S(=O)(c1ccccc1)c1ccccc1/C=N\O,?,·
Cc1ccc(NC(=O)CC2SC(=O)NC2=O)cc1 (stereo not given),?,·
O=C(c1ccc(F)cc1F)N1CCN(c2ccccn2)CC1,-14.1%,6.2
Cc1cccc(S(=O)(=O)C(C#N)c2nc3ccccc3nc2N2CCOCC2)c1 (stereo not given),?,·
Cc1nn(-c2ccccc2)c(Cl)c1/C=C1\SC(=S)NC1=O,i,-17.5
CN(C)C(=O)CSC1c2ccccc2C(=O)N1c1ccccc1 (stereo not given),?,·
C=CCn1c(SC(C)C(=O)NC2CC2)nnc1-c1ccoc1C (stereo not given),11.2%,-28.0
COc1cc(C2c3c(oc4ccccc4c3=O)C(=O)N2CCN2CCOCC2)cc(OC)c1OC (stereo not given),i,-4.3
CCOCCCN(C(=O)c1snc(C(N)=O)c1N)C(C(=O)NCCC(C)C)c1ccc(F)cc1 (stereo not given),25.0%,-18.9
Cc1ccnc(NS(=O)(=O)c2ccc(NC(=O)C3CCCCC3)cc2)n1,?,·
CCCN1CCN(C(=O)c2cc3c(s2)-c2ccccc2OC3)CC1,0.4%,15.3
O=C(Nc1cccc(Cl)c1)Nc1ccc(Br)cc1F,?,·
COc1ccc(N2CCN(C(=O)c3cccc(NS(=O)(=O)c4cccc(F)c4)c3)CC2)cc1,?,·
Cc1ccc(NC(=O)Cn2nc(C(=O)O)c3ccccc3c2=O)cc1S(=O)(=O)N1CCOCC1,?,·
CCn1c(=N)n(CC(O)COc2ccc(C)cc2)c2ccccc21 (stereo not given),-8.4%,0.9
CCN(CC)CCNC(=O)c1cc2c(=O)n(CC)c3ccccc3c2s1,11.1%,-0.4
CCC1(C)NC(=O)N(CC(=O)N2N=C(c3ccccc3)CC2c2ccc(OC)cc2)C1=O (stereo not given),-5.0%,3.8
CSCCC(NC(=O)c1ccccc1Cl)C(=O)Nc1ccc(C)c(S(=O)(=O)N2CCOCC2)c1 (stereo not given),i,·
COC(=O)CN1C(=S)N(c2ccc(OC)cc2)C(=O)/C1=C/c1ccc(N2CCOCC2)cc1,?,·
Oc1ccc2ccccc2c1CN1CCOCC1,-2.1%,21.5
CCOC(=O)c1ccc(-n2c(CN3CCOCC3)nc3ccc([N+](=O)[O-])cc3c2=O)cc1,?,·
O=S(=O)(c1ccc(-c2ccon2)s1)N1CCN(c2ccncc2)CC1,-2.0%,-5.1
COc1cc(NC(=O)c2cnn3c(C)cc(C)nc23)c(OC)cc1Cl,?,·
Cc1ccc(C)c(NC(=O)[C@@H]2CCCN2S(=O)(=O)c2ccccc2F)c1,?,·
N#CC(=C1Nc2ccccc2N1)S(=O)(=O)c1ccccc1,3.5%,-10.0
O=C(COC(=O)CSc1ccc(F)cc1)NC1CCCCCC1,14.7%,-10.2
O=c1cc(C(F)(F)F)nc(-c2ccccc2)[nH]1,?,·
CC(C)COc1ccc(S(=O)(=O)n2cc(F)c(=O)[nH]c2=O)cc1,15.1%,6.6
CN(C)/C=C1\C=C2C(=O)c3ccccc3N2C1=O,?,·
CCOC(=O)c1ccc(NC(=O)CCc2ccc(CC)o2)cc1,?,·
COc1ccc(-c2nc(-c3ccccn3)ncc2S(C)(=O)=O)cc1,?,·
COC(=O)c1ccc(S(=O)(=O)N2CCCCC2)o1,?,·
COc1ccccc1NS(=O)(=O)c1cccc(NC(=O)c2ccc3ccccc3n2)c1,?,·
CC1=CC(=C(C#N)C#N)C=C(C)N1CCC(C)C,-24.2%,2.5
COc1ccccc1-c1cc(C(=O)NCc2cccs2)no1,?,·
Cc1nn(C(=O)c2cccs2)c(N)c1-c1ccccc1,0.6%,14.4
COc1ccc(NC(=O)CN(C)C(=O)CNC(=O)c2ccc(C)s2)cc1,16.2%,-16.2
OCCOc1nnnn1-c1ccccc1,?,·
Cc1ccc(O)c(C2=NOC(O)(C(F)(F)C(F)F)C2)c1 (stereo not given),2.3%,-24.0
CN(C)c1ccc(NC(=O)CN2CCC(NC(=O)C3CCCCC3)CC2)cc1,-9.2%,6.8
COCCNC(=O)c1c[nH]c2ccc(OC)cc2c1=O,18.3%,0.6

# Shown with the structure last: part of the list above
S3 lipid droplet	S3 lipid droplet cell count max	SMILES
-9.2%	6.8	CN(C)c1ccc(NC(=O)CN2CCC(NC(=O)C3CCCCC3)CC2)cc1
?	·	COc1ccccc1NS(=O)(=O)c1cccc(NC(=O)c2ccc3ccccc3n2)c1
2.3%	-24.0	Cc1ccc(O)c(C2=NOC(O)(C(F)(F)C(F)F)C2)c1 (stereo not given)
16.2%	-16.2	COc1ccc(NC(=O)CN(C)C(=O)CNC(=O)c2ccc(C)s2)cc1
-24.2%	2.5	CC1=CC(=C(C#N)C#N)C=C(C)N1CCC(C)C
?	·	CCOC(=O)c1ccc(NC(=O)CCc2ccc(CC)o2)cc1
18.3%	0.6	COCCNC(=O)c1c[nH]c2ccc(OC)cc2c1=O

# (cont.)
SMILES,S3 lipid droplet,S3 lipid droplet cell count max
O=C(Nc1nnc(SCc2ccccc2Cl)s1)C1COc2ccccc2O1 (stereo not given),?,·
COC(=O)c1cn(C(=O)c2cccc(Br)c2)c2ccccc12,?,·
O=C(COc1ccccc1Cl)Nc1nc(-c2cccs2)cs1,?,·
O=C1NC(c2cc(Cl)cc([N+](=O)[O-])c2O)Nc2ccccc21 (stereo not given),?,·
COc1ccc(C(C)(C)C)cc1NC(=O)c1cccc(S(=O)(=O)N2CCN(C(C)=O)CC2)c1,?,·
O=C(CCN1C(=O)/C(=C/c2ccc(Cl)cc2)SC1=S)Nc1ccc(C(=O)O)cc1,-3.1%,0.5
COc1ccccc1CCN1CCCC(CN(C)C(=O)c2ccco2)C1 (stereo not given),i,·
Cc1cc(C)c(C(=O)N2CCCC(CNC(=O)C3(c4ccc(Cl)cc4)CC3)C2)c(=O)[nH]1 (stereo not given),i,-25.8
CN1CCN(c2ccc([N+](=O)[O-])cc2C(=O)Nc2ccccc2)CC1,?,·
CC(OC(=O)c1nn(C)c(=O)c2ccccc12)C(=O)Nc1ccc(S(N)(=O)=O)cc1 (stereo not given),?,·

# Shown as tab-separated lines: part of the list above.
Structure	S3 lipid droplet	S3 lipid droplet cell count max
CN1CCN(c2ccc([N+](=O)[O-])cc2C(=O)Nc2ccccc2)CC1	?	·
COc1ccccc1CCN1CCCC(CN(C)C(=O)c2ccco2)C1 (stereo not given)	i	·
O=C1NC(c2cc(Cl)cc([N+](=O)[O-])c2O)Nc2ccccc21 (stereo not given)	?	·
O=C(Nc1nnc(SCc2ccccc2Cl)s1)C1COc2ccccc2O1 (stereo not given)	?	·
COC(=O)c1cn(C(=O)c2cccc(Br)c2)c2ccccc12	?	·
COc1ccc(C(C)(C)C)cc1NC(=O)c1cccc(S(=O)(=O)N2CCN(C(C)=O)CC2)c1	?	·

# This is a subset. The share of hits here may be higher or lower than overall.
